High-throughput results deposited in PubChem by National Center for Advancing Translational Sciences (NCATS).
FLuc modulator: qHTS profiling assay for firefly luciferase inhibitor/activator using purifed enzyme and Km concentrations of substrates (counterscreen for miR-21 project); purified FLuc, Km substrates, luminescence inhibition; 6.9% of 360,000 active; AID 588342, 2011; Luciferin 4-monooxygenase (Photinus pyralis), P08659; Potency, µM (highest dose often 57.5 µM), for inactives: at the highest dose activity change, negative = inhibition, actives largely listed as inhibitors;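 further: potency means the concentration at half of the fitted maximal effect; plate controls were vehicle for no effect and reference inhibitor for full effect; nearly all actives have a fitted effect of over 55% in size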
Target sequence (P08659 whole entry, looked up): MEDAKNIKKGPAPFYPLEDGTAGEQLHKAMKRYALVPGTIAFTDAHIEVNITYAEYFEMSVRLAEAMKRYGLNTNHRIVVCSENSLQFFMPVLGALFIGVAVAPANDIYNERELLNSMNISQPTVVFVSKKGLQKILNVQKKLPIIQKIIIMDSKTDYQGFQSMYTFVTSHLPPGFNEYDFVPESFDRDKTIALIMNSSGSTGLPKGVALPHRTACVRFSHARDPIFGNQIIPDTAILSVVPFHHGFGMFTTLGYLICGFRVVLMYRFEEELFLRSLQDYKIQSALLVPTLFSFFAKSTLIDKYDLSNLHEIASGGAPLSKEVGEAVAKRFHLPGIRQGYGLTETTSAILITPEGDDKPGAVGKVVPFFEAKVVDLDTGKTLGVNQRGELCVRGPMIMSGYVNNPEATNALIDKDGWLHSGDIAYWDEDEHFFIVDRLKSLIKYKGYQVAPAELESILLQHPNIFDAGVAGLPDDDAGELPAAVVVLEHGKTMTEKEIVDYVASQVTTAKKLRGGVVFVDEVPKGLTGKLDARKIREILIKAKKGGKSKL
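Purified P. pyralis luciferase, 10 nM final, with Km-level 10 uM D-luciferin and 10 uM ATP in 50 mM Tris acetate pH 7.5, 10 mM Mg acetate, 0.01% Tween-20, 0.05% BSA; 6-point qHTS titration about 60 µM downward; luminescence read.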
NPC1 prom act: qHTS Assay for NPC1 Promoter Activators; Huh7 NPC1 promoter luciferase reporter, 24 h; Potency, µM (highest dose often 9.22 µM), for the others: top-dose activation, hits mostly activators; 2.4% of 320,000 active;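 further: potency means the concentration at half of the fitted maximal effect; % of control where 0% means no effect; nearly all actives have a fitted effect of over 60% in size; reporter is driven by a mutant NPC1 promoter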
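Luminescence read-out of NPC1 promoter-driven luciferase in stably transfected Huh7 cells; compounds delivered in DMSO and left 24 h at 37C, 5% CO2, qHTS titration format.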
Rab9 prom act: qHTS Assay for Rab9 Promoter Activators; Huh7 Rab9 promoter-luciferase reporter, luminescence, 24 h; 2.8% of 320,000 active; Potency, µM (series often up to 9.22 µM), for inactives: top-dose activation, negative = inhibition, hits mostly activators; further: potency means the concentration at half of the fitted maximal effect; % of control where 0% means no effect; nearly all actives have a fitted effect of over 60% in size
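Cell-based reporter: Huh7 stable for Rab9 promoter-driven luciferase, plated in reduced-serum medium with 10% FBS at 1500 cells/well, compound-treated 24 h at 37 °C, luminescence read after 10 min reagent.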
Giardia kill: Small Molecules that selectively kill Giardia lamblia: qHTS | activity change, % at 7.66 µM, hits read low | 0.15% of 340,000 active | Giardia lamblia trophozoite viability; in the data active means activity change below about -80%; inconclusive means between about -30% and that limit;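 further: parasites exposed to compound for two days anaerobically before the ATP read; on the % scale 0 is the no-effect control and ±100 the full control effect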
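Anaerobic 48 hrs incubation at 37 deg C of 100 trophozoites/well with test compounds; ATPLite 1-Step luminescence, 15-30 min RT, reports cellular ATP as viability.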
p53 reactivator: qHTS assay for re-activators of p53 using a Luc reporter; 0.063% of 320,000 active; Potency, µM (titrated, usually from 92.2 µM), for inactives: at the top dose activity change, positive = activation, hits mostly activators; H1299 p53-A138V BP100-luciferase reporter, luminescence, 24 h; further: potency means the concentration at half of the fitted maximal effect; % of control where 0% means no effect; nearly all actives have a fitted effect of over 45% in size
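p53-null H1299 cells stably carrying temperature-sensitive p53-A138V and a BP100-luciferase reporter were pinned with compounds (4-point, 1:5 series) and held 24 hrs at 37 deg C. Luminescence was read 10 min after detection reagent.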
Menin-MLL TR inh: qHTS Assay for Inhibitors Targeting the Menin-MLL Interaction in MLL Related Leukemias: Competition With Texas Red Labeled MLL-derived Mutant Peptide. O00255. Menin + Texas Red MLL mutant peptide, fluorescence polarization. Potency, µM (series often up to 61.6 µM), without a hit: at the top dose FP activity change, negative = inhibition, most hits filed as inhibitors. 0.23% of 270,000 active; active means well fitted inhibition curve with a large enough effect in the polarisation, with a control signal flat, not every such curve was filed as active; inconclusive means small, poorly fitted or top-dose-only effect, or effect the other way, or a change in a side signal; inactive means no such curve, though single readings can be large or run the other way; the % refers to the polarisation; further: potency means the concentration at half of the fitted maximal effect; % of control where 0% means no effect; many of its hits are not listed in these tables
ELG1 genotoxic: qHTS screen for small molecules that induce genotoxicity in human embryonic kidney (HEK293T) cells expressing luciferase-tagged ELG1; HEK293T ELG1-luciferase reporter, luminescence, 16 h; Potency, µM (titrated, usually from 46 µM), inactives show at the top dose activity change, positive = activation, actives largely listed as activators; 1.3% of 330,000 active; further: potency means the concentration at half of the fitted maximal effect; % of control where 0% means no effect; nearly all actives have a fitted effect of over 60% in size
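HEK293T cells expressing luciferase-tagged ELG1 were exposed to compound or DMSO vehicle for 16 hr at 37 °C and 5% CO2. Luciferase activity was then measured with ONE-Glo after 30 min at room temperature.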
Gal4-VP16 FLuc: VP16 counterscreen qHTS for inhibitors of ROR gamma transcriptional activity. Drosophila S2 Gal4-VP16 UAS-luciferase, luminescence, 20 h. Potency, µM (highest dose often 53.6 µM), for inactives: at the highest dose activity, negative = inhibition, usual class: inhibitors. 3.5% of 310,000 active;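 further: Gal4-VP16 expression switched on by copper sulfate through the metallothionein promoter; potency means the concentration at half of the fitted maximal effect; on the % scale 0 is the no-effect control and ±100 the full control effect; nearly all actives have a fitted effect of over 50% in size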
RORgamma inh: qHTS for inhibitors of ROR gamma transcriptional activity; 5.4% of 310,000 active; AID 2551, 2010; Potency, µM (titrated, usually from 53.6 µM), for the others: at the highest dose activity change, negative = inhibition, usual class: inhibitors; Drosophila S2 Gal4-RORgamma UAS-luciferase reporter, 20 h; Nuclear receptor ROR-gamma (Mus musculus), P51450; further: potency means the concentration at half of the fitted maximal effect; on the % scale 0 is the no-effect control and ±100 the full control effect; nearly all actives have a fitted effect of over 60% in size
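Using a luciferase readout, inhibitors were identified by reduced reporter activity in Drosophila cells coexpressing a copper-inducible Gal4–ROR gamma fusion and UAS-driven Photinus luciferase, incubated 20 hr after 700 uM copper sulfate.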
BRCA1 expr act: qHTS Assay to Identify Small Molecule Activators of BRCA1 Expression; MCF7-BRCA1-FFLuc reporter, luminescence, 48 h; response scale: scaled: vehicle 0%, 10 µM genistein 100%; Potency, µM (doses to about 46.1 µM), without a hit: at the top dose activation, most hits filed as activators; 1.1% of 380,000 active; AID 624202, 2012; further: potency means the concentration at half of the fitted maximal effect; nearly all actives have a fitted effect of over 80% in size; some results filed as inactive show a strong effect at the top dose
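Activators of BRCA1 expression were detected as increased firefly luciferase luminescence in engineered MCF7 cells after 48 h compound incubation. Signals were scaled to genistein 10 microM as full activation.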
PKM2 act: qHTS Assay for Activators of Human Muscle isoform 2 Pyruvate Kinase; Potency, µM (doses to about 57.5 µM), without a hit: top-dose activation, usual class: activators; 0.34% of 260,000 active; AID 1631, 2009; purified PKM2, Kinase-Glo ATP luminescence, activation; response scale: 0% is enzyme alone, no compound; further: potency means the concentration at half of the fitted maximal effect; on the % scale 0 is the no-effect control and ±100 the full control effect; nearly all actives have a fitted effect of over 55% in size
Target sequence (P14618 whole entry, looked up, canonical isoform): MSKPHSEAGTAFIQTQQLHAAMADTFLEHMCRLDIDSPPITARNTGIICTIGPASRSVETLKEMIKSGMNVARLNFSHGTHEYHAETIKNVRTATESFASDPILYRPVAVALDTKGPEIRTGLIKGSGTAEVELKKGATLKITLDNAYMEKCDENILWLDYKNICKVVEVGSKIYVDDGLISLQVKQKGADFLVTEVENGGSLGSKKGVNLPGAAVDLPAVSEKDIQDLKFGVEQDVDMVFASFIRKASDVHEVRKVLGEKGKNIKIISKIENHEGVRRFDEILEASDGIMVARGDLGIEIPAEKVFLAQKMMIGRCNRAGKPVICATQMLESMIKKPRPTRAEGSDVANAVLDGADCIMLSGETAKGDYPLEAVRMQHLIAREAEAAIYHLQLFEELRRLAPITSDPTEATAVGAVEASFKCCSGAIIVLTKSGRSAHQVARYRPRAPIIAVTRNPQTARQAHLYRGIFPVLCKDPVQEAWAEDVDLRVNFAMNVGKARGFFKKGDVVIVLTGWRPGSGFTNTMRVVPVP
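Purified hPK-M2 (>95% pure) converted ADP (0.1 mM final) to ATP with 0.5 mM PEP in 50 mM imidazole pH7.2, KCl, MgCl2, Tween 20, BSA; 1 h at room temperature. ATP detected by Kinase-Glo luminescence.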
* hit, by the source's call; & = joins results of further samples; [ ] = remark or other dose. Unless noted, the call rests on the fitted dose curve; in most records, active means well fitted curve in the direction sought with a large enough effect; inconclusive means small, poorly fitted or top-dose-only effect, or another doubt; inactive means no such curve, though single readings can be large; an effect the other way counts as inactive or inconclusive.

For Cc1ccc(S(=O)(=O)c2cn(C)c3cc(N4CCN(C)CC4)c(F)cc3c2=O)c(C)c1 the results were FLuc modulator 0%, NPC1 prom act 1%, Rab9 prom act -4%, Giardia kill -17, p53 reactivator inconclusive, ELG1 genotoxic inconclusive, Gal4-VP16 FLuc inconclusive, RORgamma inh inconclusive and BRCA1 expr act 14%.
`COc1ccc(C2C3=C(OC(C)=O)c4ccccc4C3=Nc3c2c(=O)n(C)c(=O)n3C)cc1` (centres undefined) gave FLuc modulator 0%&2%, NPC1 prom act -4%&1%, Rab9 prom act 0%&-7%, Giardia kill 11, p53 reactivator -4%, Menin-MLL TR inh -29%&0%, ELG1 genotoxic -11%, Gal4-VP16 FLuc -10%, RORgamma inh 6%[0.365 µM], BRCA1 expr act -16% and PKM2 act -15%&10%.
`COc1ccc(C)cc1NC(=O)NNS(=O)(=O)c1ccc(NC(C)=O)cc1` gave FLuc modulator -1%, NPC1 prom act -2%, Rab9 prom act 6%, Giardia kill -1, p53 reactivator -12%, Menin-MLL TR inh 10%, ELG1 genotoxic -7%, Gal4-VP16 FLuc 5%, RORgamma inh 6%, BRCA1 expr act -15% and PKM2 act 1%.
`CC1CC(C)CN(S(=O)(=O)c2ccc(NC(=O)C3COc4ccccc4O3)cc2)C1` (centres undefined) gave FLuc modulator 4%, NPC1 prom act -6%, Rab9 prom act -3%, Giardia kill 11, p53 reactivator 3%, Menin-MLL TR inh -2%, ELG1 genotoxic -3%, Gal4-VP16 FLuc 3%, RORgamma inh 5%, BRCA1 expr act -27% and PKM2 act 6%.
For O=C(Nc1ccc2oc(-c3ccncc3)nc2c1)c1ccc2c(c1)OCO2 the results were FLuc modulator inconclusive, NPC1 prom act -2%, Rab9 prom act -7%, Giardia kill 5, p53 reactivator 0%, ELG1 genotoxic 2%, Gal4-VP16 FLuc -11%, RORgamma inh 0%, BRCA1 expr act 1% and PKM2 act 0%.
`O=C(CCCC(=O)NC1CCCC1)NC1CCCC1` gave FLuc modulator -1%, NPC1 prom act -2%, Rab9 prom act 2%, Giardia kill -7, p53 reactivator 2%, Menin-MLL TR inh 10%, ELG1 genotoxic 1%, Gal4-VP16 FLuc -3%, RORgamma inh 0%, BRCA1 expr act 1% and PKM2 act 0%.
CCOC(=O)c1ccc(NC(=O)N2CCN(C3CCCCC3)CC2)cc1 was read as FLuc modulator 1%, NPC1 prom act -2%, Rab9 prom act -4%, Giardia kill -8, p53 reactivator -1%, Menin-MLL TR inh -20%, ELG1 genotoxic 0%, Gal4-VP16 FLuc 2%, RORgamma inh -25%, BRCA1 expr act 3% and PKM2 act -4%.
For O=C(c1cccc2ccccc12)N1CCN(c2ccc([N+](=O)[O-])c(NCc3ccco3)c2)CC1 the results were FLuc modulator 1%, NPC1 prom act -2%, Rab9 prom act -5%, Giardia kill -16, p53 reactivator -7%, Menin-MLL TR inh 0%, ELG1 genotoxic 3%, Gal4-VP16 FLuc -10%, RORgamma inh 17%, BRCA1 expr act -12% and PKM2 act -3%.
Screening Cc1ccccc1Nc1nc(-c2sc(NC(=O)c3ccccc3)nc2C)cs1 returned FLuc modulator 8.5µM*, NPC1 prom act 1%, Rab9 prom act -4%, p53 reactivator 4%, Menin-MLL TR inh inconclusive, ELG1 genotoxic 0%, Gal4-VP16 FLuc inconclusive, RORgamma inh inconclusive and PKM2 act -17%.
N=c1c(C(=O)NCCN2CCOCC2)cc2c(=O)n3ccccc3nc2n1Cc1ccc(F)cc1 was read as FLuc modulator 1%, NPC1 prom act -17%, Rab9 prom act 1%, Giardia kill 14, p53 reactivator 1%, ELG1 genotoxic 1%, Gal4-VP16 FLuc -18%, RORgamma inh 10% and BRCA1 expr act 2%.
Screening CCCCC(=O)NC(=S)Nc1ccc(S(=O)(=O)N2CCCC2)cc1 returned FLuc modulator 3%, NPC1 prom act -3%, Rab9 prom act -8%, Giardia kill 29, p53 reactivator -7%, Menin-MLL TR inh 12%, ELG1 genotoxic -7%, Gal4-VP16 FLuc -20%, RORgamma inh 13µM*, BRCA1 expr act -13% and PKM2 act 2%.
`Cc1nnc(NC(=O)c2cc(S(=O)(=O)N3CCCCC3)ccc2Cl)s1` gave FLuc modulator 4%, NPC1 prom act 0%, Rab9 prom act -5%, Giardia kill -6, p53 reactivator 6%, ELG1 genotoxic 8%, Gal4-VP16 FLuc 2%, RORgamma inh -20%, BRCA1 expr act 4% and PKM2 act -1%.
Screening Fc1ccc(NCc2cccnc2)cc1F returned FLuc modulator 1%, NPC1 prom act -2%, Rab9 prom act 3%, Giardia kill 10, p53 reactivator 1%, Menin-MLL TR inh -1%, ELG1 genotoxic 4%, Gal4-VP16 FLuc -4%, RORgamma inh -48%, BRCA1 expr act -4% and PKM2 act 3%.
Screening O=C(Nc1ccc(Cl)cc1)Nn1cnc2ccccc2c1=O returned FLuc modulator -17%, NPC1 prom act 12%, Rab9 prom act 3%, Giardia kill -4, p53 reactivator 10%, Menin-MLL TR inh 20%, ELG1 genotoxic inconclusive, Gal4-VP16 FLuc 10%, RORgamma inh 31%, BRCA1 expr act 53% and PKM2 act 1%.
Screening CC(C)C[C@H](NC(=O)c1nc[nH]c1C(=O)N1CCC(C)CC1)C(=O)OCc1ccccc1 returned FLuc modulator 1%, NPC1 prom act -4%, Rab9 prom act -5%, Giardia kill 18, p53 reactivator -8%, ELG1 genotoxic 2%, Gal4-VP16 FLuc inconclusive, RORgamma inh inconclusive, BRCA1 expr act 16% and PKM2 act -2%.
`N#Cc1c(NC(=O)CCC(=O)O)sc2c1CCCCC2` gave FLuc modulator inconclusive, NPC1 prom act 1%, Rab9 prom act 1%, Giardia kill -6, p53 reactivator 3%, Menin-MLL TR inh -5%, ELG1 genotoxic -1%, Gal4-VP16 FLuc -7%, RORgamma inh -2%, BRCA1 expr act -15% and PKM2 act 3%.
For COCC(=O)Nc1nc(-c2ccc(-c3ccccc3)cc2)cs1 the results were FLuc modulator inconclusive, NPC1 prom act 2.2µM*, Rab9 prom act 0.79µM*, Giardia kill -28, Menin-MLL TR inh -19%, ELG1 genotoxic 0%, Gal4-VP16 FLuc 16%, RORgamma inh 5%, BRCA1 expr act inconclusive and PKM2 act -3%.
For CC(C)C(=O)Nc1cccnc1 the results were FLuc modulator 3%, NPC1 prom act 0%, Rab9 prom act -4%, Giardia kill 8, p53 reactivator 0%, Menin-MLL TR inh -14%, ELG1 genotoxic 1%, Gal4-VP16 FLuc -5%, RORgamma inh 0%, BRCA1 expr act -8% and PKM2 act 2%.
For O=C(CCC(=O)N1CCOc2ccccc21)N1CCN(c2ccccc2)CC1 the results were FLuc modulator 5%, NPC1 prom act -6%, Rab9 prom act 12%, Giardia kill 6, Menin-MLL TR inh 5%, ELG1 genotoxic -1%, Gal4-VP16 FLuc 4%, RORgamma inh -1%, BRCA1 expr act -19% and PKM2 act 1%.
For O=C(CN1CCC(Cc2ccccc2)CC1)Nc1ccc2c(c1)OCCO2 the results were FLuc modulator 10%, NPC1 prom act 0%, Rab9 prom act -3%, Giardia kill 0, p53 reactivator 3%, Menin-MLL TR inh 0%, ELG1 genotoxic -1%, Gal4-VP16 FLuc -1%, RORgamma inh -1%, BRCA1 expr act 0% and PKM2 act -4%.
`CC1(C)Cc2c(sc3nc(NCCN4CCOCC4)n4ncnc4c23)CO1` gave FLuc modulator 0%, NPC1 prom act -3%, Rab9 prom act 1%, Giardia kill 12, p53 reactivator 9%, Menin-MLL TR inh -7%, ELG1 genotoxic 2%, Gal4-VP16 FLuc 1%, RORgamma inh inconclusive, BRCA1 expr act 14% and PKM2 act -1%.
For CC(C)NCc1nnc(-c2ccc(Cl)cc2)o1 the results were FLuc modulator -10%, NPC1 prom act -2%, Rab9 prom act -7%, Giardia kill -7, p53 reactivator 0%, Menin-MLL TR inh 1%, ELG1 genotoxic 9%, Gal4-VP16 FLuc 1%, RORgamma inh 0%, BRCA1 expr act -2% and PKM2 act -6%.
`Cc1cc(C)n(CCOc2nonc2N)n1` gave FLuc modulator 2%, NPC1 prom act 0%, Rab9 prom act -6%, Giardia kill -2, p53 reactivator -3%, Menin-MLL TR inh -8%, ELG1 genotoxic 0%, Gal4-VP16 FLuc 1%, RORgamma inh -27%, BRCA1 expr act 5% and PKM2 act 2%.

Not all compounds are listed; count on the stated rates, not on these rows.
